# From PubChem
# ALOX12 inh: Primary qHTS assay for inhibitors of human arachidonate 12S-lipoxygenase (ALOX12): Round 2; Polyunsaturated fatty acid lipoxygenase ALOX12 (Homo sapiens), P18054; purified 12hLO, xylenol orange hydroperoxide absorbance; Potency, µM (doses to about 108 µM), for the others: top-dose activity change, negative = inhibition, actives largely listed as inhibitors; 580,000 tested, 1.1% active; active = well fitted inhibition curve with a large enough effect; inconclusive = small, poorly fitted or top-dose-only effect, or another doubt; inactive = no such curve, though single readings can be large or run the other way
# Target sequence (P18054 whole entry, looked up): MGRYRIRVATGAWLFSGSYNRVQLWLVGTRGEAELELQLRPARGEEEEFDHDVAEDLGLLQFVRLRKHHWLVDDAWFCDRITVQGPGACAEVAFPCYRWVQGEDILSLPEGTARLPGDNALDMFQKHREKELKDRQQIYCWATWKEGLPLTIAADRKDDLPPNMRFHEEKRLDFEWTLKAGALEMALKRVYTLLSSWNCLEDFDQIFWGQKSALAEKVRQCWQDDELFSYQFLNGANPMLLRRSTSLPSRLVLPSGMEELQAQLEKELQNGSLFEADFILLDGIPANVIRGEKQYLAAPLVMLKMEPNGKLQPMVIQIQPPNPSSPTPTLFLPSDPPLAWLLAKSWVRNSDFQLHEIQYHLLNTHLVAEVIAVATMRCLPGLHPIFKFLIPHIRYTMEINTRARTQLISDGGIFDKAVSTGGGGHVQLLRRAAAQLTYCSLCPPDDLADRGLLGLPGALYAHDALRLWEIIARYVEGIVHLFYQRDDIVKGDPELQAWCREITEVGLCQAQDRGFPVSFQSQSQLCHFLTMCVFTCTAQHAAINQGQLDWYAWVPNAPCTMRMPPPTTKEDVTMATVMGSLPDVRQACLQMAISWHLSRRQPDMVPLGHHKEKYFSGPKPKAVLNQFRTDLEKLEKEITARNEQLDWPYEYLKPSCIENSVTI
#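 Hydroperoxide product was detected by ferrous iron/xylenol orange as the 573 to 405 nm absorbance ratio. Arachidonic acid at 40 uM (final) was turned over for 30 min at room temperature by 150 nM human 12hLO, pH 7.0 Hepes buffer, after 15 min compound preincubation.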
# An asterisk follows results filed as active; ? = inconclusive; [ ] = remark or other dose. % is set by controls: 0 for no effect and ±100 for the full control effect; potency is the fitted concentration of half-maximal effect. The list is partial, so the mix of outcomes need not match the whole.
SMILES,ALOX12 inh
CC(Cl)C(=O)NC1(C#N)CCCCC1 (configuration not stated),-1%
COc1ccc(Cl)cc1C(=O)NCc1nnc2ccc(-c3ccccc3)nn12,?
O=C(Nc1cccc(C(F)(F)F)c1)c1c(Cl)cccc1Cl,-13%
CC(C)c1ccc(CN2CC(Oc3ccccc3C(=O)NC3CC3)C2)cc1,3%
Cc1ccc(C(=O)N(C)[C@H]2C[C@H]3c4[nH]c5c(-c6cccc(C)c6)cccc5c4CCN3C[C@H]2[C@H](C)O)cc1,0%
CC(C)(Oc1ccccc1)C(=O)N1CCC2(CC1)CNC(C(=O)O)C2 (configuration not stated),-1%
CCN(Cc1ccc(OC)c(F)c1)C(C)c1nnc(-c2ccc(F)cc2)o1 (configuration not stated),?
COc1ccc(OC)c(NC(=O)COC(=O)c2ccc(C)s2)c1,4%
COC(=O)[C@H](C(C)C)N(CCCc1cn(Cc2ccc(C)cc2)nn1)S(=O)(=O)c1ccc(F)cc1Br,15%
COc1ccc2cc(C(=O)Nc3ccccc3)c(C)nc2c1,0%
CN1CCC(N(C)C(=O)c2nn(-c3ccccc3)c(=O)c3ccccc23)CC1,6%
O=C(Nc1nccs1)c1ccc[n+]([O-])c1,-54%
O=C1c2cccc3c2[C@H](CCC3)CN1[C@@H]1CN2CCC1CC2,-5%[22.9 µM]
O=C(CCc1ncc(-c2ccccc2)o1)NC(C1CC1)C1CC1,100%[activator]
COc1ccc2c(c1)OCC(C(=O)NCC1(c3ccccc3)CCOCC1)C2 (configuration not stated),?
O=C(Cn1ncc2ccccc2c1=O)Nc1ncc(Cc2ccc(C(F)(F)F)cc2)s1,-6%
CC(Sc1ccc2c(c1)OCCCO2)C(=O)c1c[nH]c2ccccc12 (configuration not stated),?
Cc1cc(C)cc(NC(=O)Cc2c[nH]c3ccccc23)c1,?
COc1cc(=O)n2c(c1C(=O)NC(C)c1ccco1)CCN(Cc1cc3ccccc3o1)CC2 (configuration not stated),-1%
CCc1sc(C(=O)OCC(=O)N2CCC(c3ccccc3)=N2)cc1C,-17%
CC(=O)N1CCC(N[C@@H]2C[C@H](Cn3cc(-c4cccnc4)nn3)[C@@H](O)[C@H]2O)CC1,?
CCCNC(=O)C1COC2(CCN(C(=O)c3ccc(Cl)cc3)CC2)N1C(=O)c1cccc(OC)c1 (configuration not stated),-3%
CC(C(=O)NCc1ccco1)N1CCN(CC(=O)NC2CC2)CC1 (configuration not stated),?
COC(=O)c1ccc(OC(=O)C23CCC(C)(C(=O)C2)C3(C)C)cc1 (configuration not stated),4%

# Gathered by group, those above containing four or more nitrogen atoms
SMILES,ALOX12 inh
COc1ccc(Cl)cc1C(=O)NCc1nnc2ccc(-c3ccccc3)nn12,?
COC(=O)[C@H](C(C)C)N(CCCc1cn(Cc2ccc(C)cc2)nn1)S(=O)(=O)c1ccc(F)cc1Br,15%
CN1CCC(N(C)C(=O)c2nn(-c3ccccc3)c(=O)c3ccccc23)CC1,6%
O=C(Cn1ncc2ccccc2c1=O)Nc1ncc(Cc2ccc(C(F)(F)F)cc2)s1,-6%
CC(=O)N1CCC(N[C@@H]2C[C@H](Cn3cc(-c4cccnc4)nn3)[C@@H](O)[C@H]2O)CC1,?
CC(C(=O)NCc1ccco1)N1CCN(CC(=O)NC2CC2)CC1 (configuration not stated),?

# (cont.)
SMILES,ALOX12 inh
Cc1cccc(-n2nc(-c3c(C)nc4scc(CC(=O)NC(C)C)n4c3=O)cc2C)c1,-13%
CC(C)CCNc1nc(-c2ccc3[nH]c(=O)[nH]c3c2)cs1,45µM*
CC(C)[C@@H]1Cc2[nH][nH]c(=O)c2[C@H](C)O1,26%
Cc1ccc(-c2ccsc2C(=O)N2CCN(S(=O)(=O)c3ccc(F)c(F)c3)CC2)cc1,?
Cn1nc(C(=O)NCc2ccc(S(N)(=O)=O)cc2)c2ccccc2c1=O,9%
COCCCNC(=O)C[C@H]1C[C@@]2(C(=O)OC)C(=C[C@H](COCc3ccccc3)O[C@@H]2C)N(CCc2ccc(OC)c(OC)c2)C1=O,-1%
CS(=O)(=O)N1CCCC(C(=O)NCCN2CCc3ccccc3C2)CCNC(=O)CC1 (configuration not stated),51%[activator]
O=C(O)c1cc(-c2ccccn2)nc2ccccc12,?
CN(CC(=O)NC1(C#N)CCCC1)Cc1ccco1,-23%
Nc1nc(N2CCN(Cc3ccc(Cl)cc3Cl)CC2)c2[nH]cnc2n1,-35%
CCCN1CCCCC(NC(=O)c2ccccc2C)C1=O (configuration not stated),-16%
CC1(C(=O)NCc2cccc(F)c2)CCCc2cnc(Nc3cccnc3)nc21 (configuration not stated),-2%[176 µM]

# ALOX12 inh: what is marked active above.
SMILES,ALOX12 inh
CC(C)CCNc1nc(-c2ccc3[nH]c(=O)[nH]c3c2)cs1,45µM*

# More compounds:
SMILES,ALOX12 inh
Cn1c(COc2ccc3c(c2)CCCC3)nnc1SCC(=O)NC1CCCCC1,?
Cc1ccc(C(=O)NC(C2CC2)C2CC2)cn1,58%[activator]
CCC(CC)C(=O)N1CCCN(S(C)(=O)=O)c2ccccc21,19%
Cc1c(Br)c2ccccc2n1CC(=O)N(C)C,?
CCOC(=O)c1ccccc1NC(=O)Cn1c(=O)c2c(OCC)c(CC)cnc2n(C)c1=O,4%
CN(C)c1ccc(C(=O)OCc2nc(N)c3ccccc3n2)cc1,-3%
C=CCC1(CC=C)CCCN1,?
Cc1c(CC(=O)Nc2ccc(Cn3cncn3)cc2)c(=O)oc2cc(O)ccc12,8%
CC(C)CCN1CC[C@H](c2nc3ccccc3[nH]2)C1,78%[activator][176 µM]
COCCNC(=O)c1nc(-c2ccc([S+](C)(=O)[O-])cc2)c2ccccn12,10%
N#Cc1ccccc1-c1ccc(COc2ccccc2C(N)=O)cc1,2%
CCn1nc(CC(C)C)cc1C(=O)N1C[C@@H](NC(C)=O)[C@H](C(C)C)C1,22%

# Filtered by structure, the entries above with an aryl thioether with sulfur outside any ring.
SMILES,ALOX12 inh
CC(Sc1ccc2c(c1)OCCCO2)C(=O)c1c[nH]c2ccccc12 (configuration not stated),?
Cn1c(COc2ccc3c(c2)CCCC3)nnc1SCC(=O)NC1CCCCC1,?

# (more compounds)
SMILES,ALOX12 inh
CCCN1C(=O)Cc2cc(C(=O)NC(C)c3ccc(OCC)cc3)ccc21 (configuration not stated),48%[activator]
O=C(NC1CCN(Cc2ccccc2)C1)c1cc2ccccc2oc1=O (configuration not stated),7%
COP(=O)(OC)c1nc(-c2ccc([N+](=O)[O-])cc2)oc1NCc1ccc(C)cc1,?
CCNC(=O)NC1(CCOC)CCN(C(=O)Cc2cccc(OC)c2)CC1,12%
CCCCNCc1ccc(F)cc1,1%
CN(Cc1cccnc1)c1nc2c(c(=O)[nH]1)CCN(Cc1ccc(Cl)cc1)CC2,47%[activator]
CCc1noc(CN2CCC(NC(=O)c3cnn(C)c3)CC2)n1,0%
Fc1ccc(CNC[C@H]2Cn3c(-c4ccc(F)cc4)cnc3CO2)cc1,?
CCOc1cc(/C=C2\NC(=O)NC2=O)cc(Br)c1OCc1cccc2ccccc12,-30%
Cc1cnc(-c2cccnc2)n1CCN,34%[activator]
Cc1ccc2[nH]c(=O)c(CCC(=O)NCCN3CCc4ccccc4C3)cc2c1,40%
Cc1ccn(CC(=O)N[C@@H]2CN(c3ncccn3)C[C@H]2CO)n1,-5%
Cc1[nH]cnc1-c1nccn1CCCOC1CCN(C)CC1,115%[activator]
COCCN1Cc2ccc(NCC(C)C)nc2C(C)(C(=O)NCc2cccnc2)C1 (configuration not stated),-28%[176 µM]
O=C(c1ccc(F)cc1Cl)N1CCC(n2cc(-c3nc(-c4ccccc4)no3)nn2)C1 (configuration not stated),3%
Cc1ccc(NC(=O)Cn2ccn3nc4c(c3c2=O)CC(C)CC4)cc1 (configuration not stated),20%
COc1ccc(-c2nnc3ccc(N(C)Cc4ccccc4)nn23)nc1,-27%[176 µM]
CCCN(Cc1ccc(F)cc1)Cc1cc(=O)n2c3c(sc2n1)CCCC3,?
Cc1cccc(Nc2cc3[nH]c(-c4ccccc4)cc3cn2)c1,-3%
Fc1ccc(SCCSc2nnc(-c3ccccc3F)n2C2CC2)cc1,?
COc1ccc(CNC(=O)NCC23CCCC=C2NC(=O)CC3)cc1 (configuration not stated),44%[activator]
CCCOc1ccc(NC(=O)COc2cccc(C)c2C)c2cccnc12,?
O=C(O)CCC(=O)N1N=C(c2ccsc2)CC1c1ccc(F)cc1 (configuration not stated),-2%
COc1ccc(C(=O)N2CCC(C(=O)N(C)Cc3ccc(C)cc3C)CC2)c2ccccc12,-10%
N#CCSc1ccccc1C(=O)Nc1ccc2c(c1)CCC2,1.1µM*
CC(C)C[C@@H]1N[C@H](C(=O)N2CCN(C)CC2)Cc2c[nH]c3cccc1c23,42%[activator][176 µM]
C[C@H](C(=O)N1Cc2ccccc2CC2(CCN(Cc3ccncc3)C2)C1)c1ccccc1 (some centres not stated),?
CC(C(=O)NCc1ccccc1)n1nc(-c2ccccc2)c2ccccc21 (configuration not stated),?
Cc1ccccc1N=C1Nc2cccc3cccc1c23,-9%
Cc1cc2nc(CO[C@H]3CN(C4CCN(C)CC4)C[C@H]3F)[nH]c2cc1C,27%[176 µM]
COc1ccc(NC(=O)c2cc(-c3ccccc3O)on2)cc1OC,0.63µM*
COc1cccc(CC(=O)Nc2ccc3c(c2)CN(Cc2ccccc2OC)C(=O)C(C)O3)c1 (configuration not stated),6%
Fc1ccc(F)c(-c2cn3nc(C45CC6CC(CC(C6)C4)C5)sc3n2)c1,-42%
Nc1[nH]c(C(=O)c2ccc(Br)cc2)c(-c2ccc(Cl)cc2[N+](=O)[O-])c1C(=O)NCCc1c[nH]c2ccccc12,-20%
Oc1ccccc1CN1CCOC[C@H]1c1ncc(-c2ccc(C(F)(F)F)cc2)[nH]1,7%[176 µM]
COc1ccccc1CNc1cc(-c2c(C)noc2C)ncn1,-28%
O=C(c1ccc(F)c(Cl)c1)N1CCC[C@H]1c1nc(-c2ccccc2)no1,0%
CCCCS(=O)(=O)NCCc1noc(-c2ccccc2)n1,29%
CCn1ncc(N2CCC(NC(=O)Cc3ccc(C)cc3)CC2)cc1=O,51%[activator]
O=C(c1ccc2cc[nH]c2c1)N1CCN(Cc2cnc[nH]2)CC(O)C1 (configuration not stated),46%[activator]
COc1ccccc1C1SCCN1S(=O)(=O)c1cccc(C)c1 (configuration not stated),-4%
COc1ccc(C2(C(=O)N3CCC(C(=O)N4CCCCCCNC(=O)CC4)CC3)CC2)cc1,48%[activator]
CC1Sc2ccc(S(=O)(=O)CCC(=O)NC3CCCCCCC3)cc2NC1=O (configuration not stated),-19%
Cc1ccc(C)c(S(=O)(=O)NCCO)c1,31%
C[C@@H]1CCCCO[C@@H](CN(C)Cc2ccc(C(=O)O)cc2)[C@@H](C)CN([C@H](C)CO)C(=O)c2cc(NS(C)(=O)=O)ccc2O1,-1%
O=C(Cn1c(=O)c2c(ncn2C2CCCC2)n(Cc2ccccc2)c1=O)NCc1ccco1,-12%
O=C1NCC2(CCCN(C(=O)c3cnc4c(O)cccn4c3=O)C2)O1 (configuration not stated),85%[activator]
CCn1cc(S(=O)(=O)N2CCCC2c2nncn2Cc2ccncc2)cn1 (configuration not stated),44%

# Gathered by group, those above containing a cyano group
SMILES,ALOX12 inh
CC(Cl)C(=O)NC1(C#N)CCCCC1 (configuration not stated),-1%
CN(CC(=O)NC1(C#N)CCCC1)Cc1ccco1,-23%
N#Cc1ccccc1-c1ccc(COc2ccccc2C(N)=O)cc1,2%
N#CCSc1ccccc1C(=O)Nc1ccc2c(c1)CCC2,1.1µM*

# New compounds follow
SMILES,ALOX12 inh
COCCCNc1nc2ccccc2nc1C(C#N)C(=O)OC (configuration not stated),?
Cc1ccc(CNC(=O)Cn2c(N3CCc4ccccc4C3)nc(C)cc2=O)cc1,0%
COc1ccc(CNC(=O)N2CCCC(Cc3noc(-c4cnccn4)n3)C2)cc1 (configuration not stated),13%
C/C(=N\Nc1ccc([N+](=O)[O-])cc1)c1ccc(Br)cc1,?
CCCC1c2nccn2CCCN1C(=O)c1cc(C)no1 (configuration not stated),34%[activator]
O=C1CSc2ccc(C(=O)NCc3ccccc3)cc2N1,27%
Cn1cnc(S(=O)(=O)N2CCC(c3noc(-c4ccncc4)n3)C2)c1 (configuration not stated),32%
O=C(NCc1cccs1)C1C(=O)Nc2ccccc2C(=O)N1C1CCCC1 (configuration not stated),1%
C[C@@H]1CN(C(=O)c2cccc(C#N)c2)C[C@]1(C)O,40%[activator]
CN1CC[C@@]2(CCCN(C(=O)c3cccc(F)c3)C2)C1,5%[57.4 µM]
O=C(Nc1cnc(-c2cccc(Cl)c2)nc1)c1nccc2ccccc12,6%
COc1ccc(S(=O)(=O)N2CCC[C@H]2C(=O)N2CCC[C@H]2C(=O)N(C)Cc2ccccc2)cc1C,?
CC(C)C(NS(=O)(=O)c1ccc(-c2ccc(Br)cc2)cc1)C(=O)O (configuration not stated),?
O=C(O)C1CC2(CCN(C(=O)NCCc3ccccc3)CC2)CN1 (configuration not stated),?
CCc1noc(-c2cccn3c(CNC(=O)C4CC4)nnc23)n1,75%[activator]
O=C(NCC1CC1)c1cccc(OC2CN(Cc3cc(F)c(F)c(F)c3)C2)c1,30%
Cn1c(C(=O)N2CCN(c3ccccc3)CC2)cc2c1CCN(Cc1cccc(F)c1)C2,23%
CC1=C[C@@H](CC#N)[C@H](C(C)C)C[C@H]1CC(=O)N1CCC(C)CC1,?
CNC(=O)c1cc(-c2ccc(N3CCOCC3)cc2)cc2c1OCCN2Cc1cccnc1,14%
Cc1nn(-c2ccc(Cl)nn2)c2c1C(c1ccc3nccnc3c1)CC(=O)N2 (configuration not stated),-2%
O=S1(=O)CCN(C2CCCCC2)c2c(F)nc(F)c(F)c21,?
CCOC(=O)N1CCN(C(=O)[C@H](C)NC(=O)c2cc3cc(OC)ccc3n2C)CC1,4%
